Lipid storage S3 = qHTS Assay for Lipid Storage Modulators in Drosophila S3 Cells; Drosophila S3 cells, BODIPY lipid droplet fluorescence, 18-24 h; cells fed with added oleic acid; lipid storage change, negative = inhibition, % at the top dose, mostly 46.1 µM; hits show Potency in µM; 320,000 tested, 0.64% active; active means well fitted inhibition curve with a large enough effect in the signal ratio, with a control signal flat, not every such curve was filed as active; inconclusive means small, poorly fitted or top-dose-only effect, or effect the other way, or a change in a side signal; the % refers to the signal ratio
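Drosophila S3 cells loaded with oleic acid (400 uM, as added) and compounds at several concentrations; lipid droplets imaged by 488-nm laser-scanning cytometry, 500–530 nm intensity and object ratio to cell channel. Percent activity normalized to 20 uM Triacsin C.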
Lipid storage S3 cell count max = further read-out of Lipid storage S3, marked with its call; cell number change, %; measured here: cell count max response;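 cells counted by Cell Tracker Red CMTPX staining in the red channel; peak over a dose series mostly up to 46.1 µM; percent activity relative to internal control wells on each plate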
Starred values were filed as active, the others as inactive; i = inactive; ? = inconclusive; . = no result given; [ ] = another dose, or the depositor's remark. On the % scale 0 is the no-effect control and ±100 the full control effect; potency means the concentration at half of the fitted maximal effect. This is a subset; rates above refer to the full screens.

no.	mol	Lipid storage S3	Lipid storage S3 cell count max
1	Cc1ccc(S(=O)(=O)N2CCOCC2)cc1C(=O)NCc1cccs1	?	.
2	CCCNC(=S)NNC(=O)c1cc(-c2cccnc2)nc2ccccc12	i	-11
3	CC(C)CC(=O)N(c1nnc(-c2cccnc2)s1)C1CCCC1	?	.
4	CC(C)(C)N1CC(C(=O)O)CC1=O (stereo not given)	?	.
5	CCCCC(=O)NC(Nc1nc(C2CC2)cs1)(C(=O)OCC)C(F)(F)F (stereo not given)	?	.
6	COc1ccc(CC(=O)NNC(=O)c2cc(Cl)ccc2OC)cc1	?	.
7	COc1ccccc1N1CCN(C(c2cccs2)C(C)NC(=O)c2cccnc2)CC1 (stereo not given)	-2%	1
8	c1ccc(C(c2ccccc2)c2noc(CN3CCN(CC4CC4)CC3)n2)cc1	30%	3
9	Fc1ccc2nc(C3CCCCN3Cc3nc(CC4CC4)no3)[nH]c2c1 (stereo not given)	12%	-10
10	COC(=O)c1ccc(CSc2nc3ccccc3c(=O)n2-c2ccccc2)o1	?	.
11	CCN(CC)C(=O)CSc1nnc(-c2cc3ccccc3cc2O)n1CC	?	.
12	CCOc1ccc(OCc2ccc(C(=O)NCC3CCCO3)o2)cc1 (stereo not given)	i	.
13	CC(=O)Nc1ccc(S(=O)(=O)NCCc2c[nH]c3ccc(C)cc23)cc1	?	.
14	CCOC(=O)[C@@H]1[C@H]2COc3ccc(Br)cc3[C@@H]2N2C(=O)N(c3ccc(C)cc3)C(=O)[C@]12C	?	.
15	CCC(=O)NC(=S)Nc1ccc(NC(=O)COc2ccc(Cl)cc2Cl)cc1	-2%	-14
16	COc1ccccc1N(Cc1ccccc1)S(=O)(=O)c1cccc(C(=O)Nc2ccc(C(C)=O)cc2)c1	?	.
17	CCCCCCCCCCOC(=O)C[N+](C)(C)CC1CCCCC1O (stereo not given)	?	.
18	COc1ccc(Br)cc1/C=N/N1C(=O)CSC1=S	?	.
19	COc1ccc(CNC(=O)C(C)OC(=O)CO/N=C(\C)c2ccc3c(c2)OCO3)cc1 (stereo not given)	1%	-2
20	CCOc1ccccc1CNCCO	1%	-1
21	O=C(Cc1c(F)cccc1Cl)Nc1ccc(-n2cnnn2)cc1	1%	6
22	COc1cc(NC(=O)C2CCCO2)c(C(=O)O)cc1OC (stereo not given)	i	17
23	O=C(NC1CCN(Cc2ccccc2)CC1)C1CCN(c2nnc(-n3cccc3)s2)CC1	19%	-1
24	CCOC(=O)C1CCN(CC(O)COCc2ccccc2)CC1 (stereo not given)	10%	5
25	CC/C(C)=N/Nc1cccc([N+](=O)[O-])c1	?	.
26	COC(=O)c1cc2sccc2n1CC(=O)N(C)c1ccccc1	-1%[9.22 µM]	12
27	O=C(NCc1ccc(F)cc1)C1CCCN(S(=O)(=O)c2cccc3nonc23)C1 (stereo not given)	?	.
28	CCC(C)N=CC1=C(O)C(C(=O)OC)C(C)(C)CC1=O (stereo not given)	2%	1
29	CC(C)C(OC(=O)c1ccco1)C(=O)NCc1ccco1 (stereo not given)	?	.
30	O=C(/C=C/c1ccco1)Nc1ccc(N2CCCC2)cc1	25%	-22

Brought forward from above: 4 compounds; new compounds follow.
no.	mol	Lipid storage S3	Lipid storage S3 cell count max
27	O=C(NCc1ccc(F)cc1)C1CCCN(S(=O)(=O)c2cccc3nonc23)C1 (stereo not given)	?	.
28	CCC(C)N=CC1=C(O)C(C(=O)OC)C(C)(C)CC1=O (stereo not given)	2%	1
29	CC(C)C(OC(=O)c1ccco1)C(=O)NCc1ccco1 (stereo not given)	?	.
30	O=C(/C=C/c1ccco1)Nc1ccc(N2CCCC2)cc1	25%	-22
31	COCCNC(=O)c1cccc(OC2CCN(Cc3ccccc3OC(F)F)CC2)c1	?	.
32	CCOC(=O)C1=C(C)N(c2ccc(Cl)cc2)C(=O)NC1c1cccc([N+](=O)[O-])c1 (stereo not given)	1%	-1
33	CCN1CCN(Cc2ccc(NC(=O)Nc3ccccc3)cc2)CC1	-2%	-7
34	CC(NC(=O)Cn1nc(C(F)(F)F)c2c1CCC2)c1ccccc1 (stereo not given)	?	.
35	O=C(c1cc(-c2ccccc2O)on1)N1CCCC1	-4%[9.22 µM]	-9
36	Fc1cc(F)c(F)c(SCCc2ccncc2)c1F	?	.
37	Cn1c(=O)c2c(ncn2CC(=O)OCc2ccccc2)n(C)c1=O	5%	-9
38	CCN(Cc1ccccc1)S(=O)(=O)CCNC(=O)c1ccc(OC)cc1	?	.
39	CCn1nnc(-c2ccccc2NC(=O)c2cc(OC)cc(OC)c2)n1	18%	-29
40	CCCC(=O)Nc1nc2ccc(NC(=O)c3cccnc3)cc2s1	?	.
41	Cc1ccc(C(=O)NCC(=O)NCC(=O)OCC(=O)c2cccs2)cc1	7%	0
42	Cc1ccc(S(=O)(=O)N2CCOCC2)cc1NC(=O)CN1CCC(Cc2ccccc2)CC1	?	.
43	Cc1ccccc1C(=O)Nc1cccc(NC(=O)c2ccc(F)cc2)c1	?	.
44	COc1ccc(S(=O)(=O)N2CCN(C(=O)COc3ccc4c(C)cc(=O)oc4c3)CC2)cc1	?	.
45	CCCC(NS(=O)(=O)c1ccc(-c2ccc(=O)[nH]n2)s1)c1cccs1 (stereo not given)	?	.
46	Cc1ccc(-c2cc(C(=O)N3CCc4ccccc4C3)no2)cc1	?	.
47	Cc1ccc(-c2cc(C(F)(F)F)n3ncc(C(=O)O)c3n2)cc1	-1%	-10
48	NNC(=O)/C(=C\c1ccc(Br)cc1)NC(=O)c1cccs1	0%	3
49	Cc1nc2sc(C(=O)c3ccccc3)c(N)c2c(C)c1C	?	.
50	Cc1ccc(/C=C/C(=O)OCC(=O)NC(C)c2ccccc2)o1 (stereo not given)	?	.
51	CCOC(=O)C1=C(C)N=c2s/c(=C\c3ccc(C(=O)O)cc3)c(=O)n2C1c1ccc(F)cc1 (stereo not given)	?	.
52	CCCCSCc1cc(C(=O)O)oc1C(C)(C)C	-1%	3
53	Cc1ccc2cccc(OC(=O)/C=C\c3ccccc3)c2n1	-1%	8
54	Cc1c(C(=O)OC(C)C)[nH]c2c1C(=O)CCC2	?	.
55	CCN(Cc1ccncc1)C(=S)Nc1ccccc1	i	-24
56	COC(=O)CCC(=O)Oc1ccc(OC(=O)CCC(=O)OC)cc1	1%	15
57	Cc1ccccc1NC(=O)C1CCCN1S(=O)(=O)c1ccccc1C(F)(F)F (stereo not given)	?	.
58	CC(C)Oc1ccc(CNC(=S)Nc2ccccc2)cc1Cl	23%	8
59	CC1=C(C#N)C(=O)N(C)C(C)(C)C1	-10%	1
60	CC(NC(=S)NCc1ccc(F)cc1)C12CC3CC(CC(C3)C1)C2 (stereo not given)	?	.

Part of the list above, in transposed form:
44) COc1ccc(S(=O)(=O)N2CCN(C(=O)COc3ccc4c(C)cc(=O)oc4c3)CC2)cc1
50) Cc1ccc(/C=C/C(=O)OCC(=O)NC(C)c2ccccc2)o1 (stereo not given)
57) Cc1ccccc1NC(=O)C1CCCN1S(=O)(=O)c1ccccc1C(F)(F)F (stereo not given)
49) Cc1nc2sc(C(=O)c3ccccc3)c(N)c2c(C)c1C
compound no.	44	50	57	49
Lipid storage S3	?	?	?	?
Lipid storage S3 cell count max	.	.	.	.

Continuation:
no.	mol	Lipid storage S3	Lipid storage S3 cell count max
61	CCC1CCCCN1C(=O)CCC(=O)Nc1nnc(C(F)(F)F)s1 (stereo not given)	-13%	-4
62	CO/N=C(/c1nonc1N)N1CCN(c2ccc([N+](=O)[O-])cc2)CC1	10%	17
63	COc1cc(-c2nnc(SCC(=O)OC3CCCCC3)o2)cc(OC)c1OC	?	.
64	CCn1c(CC(=O)Nc2ccc(OC)cc2)nnc1SCC(=O)N1CCOCC1	-5%	-10
65	O=C(Nc1cccc(S(=O)(=O)NC2=NCCC2)c1)c1c(F)cccc1Cl	?	.
66	CSC1=NC2C(N1)N(C)C(=O)N2C (stereo not given)	-3%	12
67	Cn1c(SCC(N)=O)nnc1-c1ccc(C(C)(C)C)cc1	-8%	-10
68	CCCCCCc1ccc(N2C[C@H](Cc3ccccc3)[C@@H](CC(=O)NCc3ccc(OC)cc3)C2=O)cc1	?	.
69	CCOCCN1CCN(c2c(CC)c(C)nc3cc(-c4cc(OC)cc(OC)c4)nn23)CC1	?	.
70	COc1ccc(CCC(=O)NCCS(=O)(=O)N2CCN(c3ccccc3)CC2)cc1	?	.
71	CN1CCN(C(=S)Nc2ccc(Cl)cc2Cl)CC1	-3%	-2
72	CCCc1ccccc1OCCNC(C)=O	?	.
73	O=C(Cc1ccc(F)cc1)Nc1nnc(SCC(=O)NC2CCCC2)s1	?	.
74	Clc1ccc(N=C2SCCS2)cc1	13%	21
75	CN(CC(=O)Nc1cccc(F)c1)C(=O)c1ccc2c(=O)n3c(nc2c1)CCC3	?	.
76	COC(=O)C1CCN(C(=O)COC(=O)[C@@H]2CC(O)CN2S(=O)(=O)c2ccc3c(c2)OCCO3)CC1 (stereo not given in full)	7%	.
77	CCOC(=O)[C@H]1[C@H]2COc3cc(OC)ccc3[C@@H]2N2C(=O)N(c3ccc(Br)cc3)C(=O)[C@@]12C	?	.
78	CC(C)OC(=O)c1c(NC(=O)c2ccco2)sc2c1CCCCC2	i	3
79	CNc1oc(-c2ccc(C)cc2)nc1P(=O)(c1ccccc1)c1ccccc1	?	.
80	CCSc1nc2sc3c(c2c(=O)[nH]1)CCc1ccccc1-3	1%	-22
81	Cc1cccc(NC(=O)CCn2nc(C)cc2C)c1	?	.
82	O=C(COc1ccc(Cl)cc1)OCC(=O)N1CCCCCC1	?	.
83	COc1ccc(C(=O)c2cc(C(C)=O)c(Nc3ccccc3)s2)cc1	28%	13
84	Cc1ccc(-c2c(C(=O)NC(C)C)oc(=O)c3ccccc23)cc1	4%	20
85	COc1ccc(N(CC(O)Cn2c(C)nc3ccccc32)S(=O)(=O)c2ccccc2)cc1 (stereo not given)	?	.
86	CC1CCN(S(=O)(=O)c2cccc(C(=O)NC3CCCC3)c2)CC1	?	.
87	CC1=C(O)C(=O)OC1c1c(Cl)cccc1Cl (stereo not given)	-11%	-7
88	CC(=O)N1CCN(C(=O)c2ccc(S(=O)(=O)Nc3cccc(C(F)(F)F)c3)cc2)CC1	?	.
89	COc1cccc(C2C(C(=O)Nc3cccnc3)=C(C)Nc3nnnn32)c1OC (stereo not given)	i	.
90	O=C(NC(=S)Nc1ccc(N2CCOCC2)cc1)c1ccc(Cl)cc1	?	.
91	O=C(Nc1ccc(F)cc1)c1cccc(N2C(=O)C3C4C=CC(C5CC45)C3C2=O)c1 (stereo not given)	?	.
92	CC[C@H](C)C1NC(=O)[C@H](CC(=O)O)NC(=O)c2cc([N+](=O)[O-])cc(I)c2NCCC(C(N)=O)NC1=O (stereo not given in full)	-6%	-12
93	CCOCCCNC(=O)c1cc2c(=O)n(CC)c3ccccc3c2s1	-12%	0
94	O=C(CCCn1c(=S)[nH]c2cc3c(cc2c1=O)OCO3)N1CCN(c2ncccn2)CC1	?	.
95	C=CCn1c(=O)n(C(=O)OCC)c2cc(Br)ccc21	?	.
96	N/C(Cc1ccc(Cl)cc1Cl)=N\OC(=O)c1ccccc1	?	.
97	Cc1ccc(Cn2nnc3c(=O)n(CC(=O)N4CCCCC4)cnc32)cc1	5%	9
98	CCc1sc(C(=O)NNC(=O)CNC(=O)c2ccccc2F)cc1C	?	.
99	O=C(NCc1ccncc1)C1CCCN(S(=O)(=O)c2ccc(Br)cc2)C1 (stereo not given)	?	.
100	CCCN1C2CCCC1CC(NC(=S)Nc1ccc(OC)cc1)C2 (stereo not given)	4%	-5
101	Cc1ccccc1S(=O)Cc1ccc(C(=O)NCCN2CCOCC2)o1 (stereo not given)	?	.
102	O=C1CC(c2ccco2)=Nc2ccccc2N1	5%	13
103	CCC(=O)Oc1ccc2c(C)cc(=O)oc2c1C(=O)CC	-1%	17
104	CCOC(=O)c1ccc(CNC(=O)Cn2nnc(-c3ccccc3)n2)o1	?	.
105	COc1cc2cccc(OC)c(=O)c2c(OC)c1OC	7%	-3
106	COc1cccc(/C=C2\N=C(SC)SC2=O)c1OC	-18%	1
107	COc1ccc(CC(=O)Nc2cc(NC(=O)Cc3ccc(OC)c(OC)c3)cc(C(=O)O)c2)cc1OC	6%	0
108	CCOc1ccc(S(=O)(=O)NCCC(=O)NCC(c2ccccc2OC)N2CCCC2)cc1 (stereo not given)	?	.
109	N/C(=N\OC(=O)Cc1ccccc1)c1cccnc1	16%	-8
110	N#Cc1c(NC(=O)c2cc(-n3cnnc3)ccc2Cl)sc2c1CCCC2	?	.
111	Cn1c(SCc2ccc(Br)cc2)nnc1-c1cccs1	17%	-26
112	CCOc1ccc(C(=O)NCC(=O)N2CCc3ccccc3C2)cc1OCC	?	.
113	O=C(CSc1ccccn1)N/N=C/c1c[nH]c2ccccc12	?	.
114	CC(=O)N1CCN(S(=O)(=O)c2cccc(C(=O)Nc3ccc4c(c3)CCC4)c2)CC1	?	.
115	COc1ccc(/C=C(\NC(=O)c2ccc(C)cc2)C(=O)Nc2c(C)n(C)n(-c3ccccc3)c2=O)cc1	?	.
116	CCCCn1c(N)c(C(=S)NC(=O)CC(C)(C)C)c(=O)n(C)c1=O	-7%	-11
117	Cc1cc(C)cc(N(CC(=O)N2CCCCCC2)S(C)(=O)=O)c1	?	.
118	CCC(=O)NC(c1cccs1)c1ccc2cccnc2c1O (stereo not given)	?	.

Source: PubChem BioAssay (National Center for Advancing Translational Sciences (NCATS))
